# T cruzi growth – blocks T. cruzi growth in NIH3T3 culture. T. cruzi beta-gal in NIH3T3, GalScreen luminescence, 90 h. inhibition, % at 8.34 µM. 77,000 compounds, 5.9% hits;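 active means mean inhibition above about 93%, with at least 55% of replicates each passing it, limit read from the data, passing the limit was not always enough; inconclusive means only one of those two conditions holds; inactive means neither condition holds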
# GASC1 inh – blocks human GASC-1 (KDM4C) demethylase activity | Q9H3R0 | inhibition, % at 12.5 µM | 96,000 compounds, 0.15% hits | GST-KDM4C 2-372, H3K9me3 peptide, LANCE TR-FRET;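 active means mean replicate inhibition above about 25%, with at least 55% of replicates also reaching it, limit read from the data, passing the limit was not always enough; inconclusive means only one of those two conditions met; inactive means neither condition met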
# Target sequence (Q9H3R0 2-372 limits assumed): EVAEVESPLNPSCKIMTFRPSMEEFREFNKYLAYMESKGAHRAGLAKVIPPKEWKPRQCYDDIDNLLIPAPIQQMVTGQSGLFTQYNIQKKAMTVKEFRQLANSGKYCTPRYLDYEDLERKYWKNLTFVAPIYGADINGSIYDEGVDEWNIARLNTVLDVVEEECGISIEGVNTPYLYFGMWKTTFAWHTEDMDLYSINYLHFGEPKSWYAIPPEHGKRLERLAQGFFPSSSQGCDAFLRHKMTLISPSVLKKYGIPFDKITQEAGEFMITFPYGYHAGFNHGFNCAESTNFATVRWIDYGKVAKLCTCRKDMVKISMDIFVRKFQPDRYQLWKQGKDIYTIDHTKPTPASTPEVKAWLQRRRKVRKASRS
#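 Material: GST-tagged GASC-1 (JMJD2C) catalytic fragment, aa 2-372. Input: enzyme final amount 10 nM. Medium: HEPES buffer, pH 7.5, plus ascorbate. Reagent: H3K9me3 peptide substrate, Fe(II), 2-oxoglutarate. Doses: single dose. Times: reaction 30 min RT, detection step 1 h RT. Measured by: LANCE TR-FRET. Evaluation: Fall in 671/618 emission ratio as inhibition.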
# Pf Dd2 inh – P. falciparum Dd2 growth inhibition. SYBR Green, 72 h; stronger effect = lower value. activity change, % at 10 µM. 94,000 compounds, 2.3% hits. AID 1159554; in the data active means activity change below about -80%; inconclusive means no clear call, values can overlap the other calls
# C diff growth – C. difficile growth inhibition; Clostridium difficile clinical isolate growth, OD600, 24 h; stronger effect = lower value; growth activity, negative = inhibition, % at 16 µg/mL (by protocol); 86,000 compounds, 0.25% hits;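 active means mean growth activity at or below -80% and every replicate also at or below -80%; inconclusive means mean at or below -80% but some replicate above -80%; inactive means mean growth activity above -80%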;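 further: 0% = DMSO wells and -100% = levofloxacin 16 µg/mL wells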
# Active calls of the source: *; ? = inconclusive; · = no result given; + = active, no number.
SMILES,T cruzi growth,GASC1 inh,Pf Dd2 inh,C diff growth
C[C@H](CO)N1C[C@H](C)[C@@H](CN(C)Cc2ccc(C(F)(F)F)cc2)Oc2ccc(NS(=O)(=O)c3cn(C)cn3)cc2C1=O,9,0.8,3,-4
C[C@@H]1CN([C@H](C)CO)S(=O)(=O)c2ccc(-c3ccncc3)cc2O[C@@H]1CN(C)C(=O)C1CCC1,80,-2.4,0,·
COc1ccccc1CNC(=O)C[C@H]1C[C@H]2c3cc(NC(=O)CN(C)C)ccc3O[C@H]2[C@@H](CO)O1,24,-0.4,-7,·
CC(=O)Nc1ccc2c(c1)C(=O)N(C)[C@H]1CC[C@@H](CC(=O)NCc3ccc(Cl)cc3)O[C@@H]1CO2,11,1.1,1,-2
CNC(=O)C[C@H]1CC[C@H]2[C@@H](COc3ccc(NC(=O)Nc4ccc(F)c(F)c4)cc3C(=O)N2C)O1,9,-1.3,3,-2
COCC(=O)Nc1ccc2c(c1)C(=O)N(C)[C@H]1CC[C@@H](CC(=O)NCc3cccc(F)c3)O[C@H]1CO2,65,1.4,-3,2
COc1ccc(-c2cnc3c(c2)C(=O)N([C@H](C)CO)C[C@H](C)[C@@H](CN(C)C(=O)Cc2ccncc2)O3)cc1,112*,-0.5,-55,-5
COc1ccc(NC(=O)Nc2ccc3c(c2)CC(=O)N([C@@H](C)CO)C[C@H](C)[C@H](CN(C)S(=O)(=O)c2ccc(F)cc2)O3)cc1,23,11,31,0
C[C@H](CO)N1C[C@H](C)[C@H](CN(C)Cc2ccc(Oc3ccccc3)cc2)Oc2ccc(NS(=O)(=O)c3ccc(F)cc3)cc2CC1=O,59,-0.6,-15,-5
COc1ccc2c3c(n(C)c2c1)[C@@H](CO)N(C(=O)NC1CCCCC1)CC31CCN(C)CC1,·,-0.4,-69,-6
CN1c2ccc(-c3cccc(F)c3)cc2[C@H]2[C@H](CCN2C(=O)c2ccc3c(c2)OCO3)[C@@H]1CO,59,-9.2,3,-12
C[C@H]1CN([C@@H](C)CO)S(=O)(=O)c2ccc(C3=CCCCC3)cc2O[C@H]1CN(C)Cc1ccccn1,18,4.7,-11,-1
COc1ccc2c3c(n(C)c2c1)[C@H](CO)N(C(=O)Nc1ccc(F)cc1)CC31CN(Cc2ccccc2F)C1,·,-1.4,?,-10
C[C@H](CO)N1C[C@H](C)[C@@H](CN(C)CC2CCCC2)Oc2ncc(-c3cccc(F)c3)cc2C1=O,-47,1.0,-6,1
Cc1noc(C)c1S(=O)(=O)Nc1ccc2c(c1)C(=O)N([C@@H](C)CO)C[C@@H](C)[C@@H](CN(C)S(=O)(=O)c1ccc(F)cc1)O2,-6,-0.2,32,-7
CCCNC(=O)C[C@H]1CC[C@H]2[C@H](COc3ccc(NC(=O)NCC)cc3C(=O)N2C)O1,32,-2.4,13,-5
OC[C@@H]1[C@H](c2ccc(-c3ccc(F)cc3)cc2)[C@H]2CN(CCC(F)(F)F)CCCCN12,75,0.7,-75,38
CC(C)CN(C[C@H]1N[C@H](CO)[C@@H]1c1ccccc1)C(=O)C1CCCC1,·,-2.2,-17,14
O=C(NC1CCCCC1)N1CC(=O)N2[C@@H](CO)[C@H](c3ccc(-c4cccnc4)cc3)[C@@H]2C1,·,-0.1,0,-4
CNC[C@H]1OCCCC[C@@H](C)Oc2ccc(NC(=O)Nc3ccc(OC)cc3)cc2C(=O)N([C@H](C)CO)C[C@@H]1C,-13,-0.7,16,2
C[C@H]1CN([C@@H](C)CO)C(=O)Cc2cc(NC(=O)CCCN(C)C)ccc2O[C@@H]1CN(C)CC1CCCCC1,13,-0.8,-18,-6
CN(C)C(=O)C[C@H]1C[C@@H]2c3cc(NC(=O)C4CCOCC4)ccc3O[C@@H]2[C@@H](CO)O1,-29,0.4,22,-2
C[C@@H]1CN([C@@H](C)CO)C(=O)c2cc(NS(=O)(=O)c3ccc(Cl)cc3)ccc2O[C@@H]1CN(C)S(=O)(=O)c1ccc(Cl)cc1,?,-0.4,29,9
COc1ccc(S(=O)(=O)Nc2ccc3c(c2)C(=O)N([C@@H](C)CO)C[C@H](C)[C@H](CN(C)C(=O)Cc2ccccc2)OCCCC[C@H](C)O3)cc1,89,0.9,-59,3
O=C(CC1CC1)N[C@@H]1CC[C@@H](CCNS(=O)(=O)c2ccc(Cl)cc2)O[C@H]1CO,55,-0.4,8,-4
C[C@H](CO)N1C[C@H](C)[C@H](CN(C)Cc2ccccn2)Oc2ncc(C#CC(C)(C)O)cc2C1=O,·,-0.9,55,1
CO[C@@H]1CN(C)C(=O)c2cc(NC(=O)C3CCC3)ccc2OC[C@H](C)NC[C@@H]1C,39,-0.2,·,·
C[C@@H]1CN([C@H](C)CO)C(=O)c2cc(NS(=O)(=O)c3cccs3)ccc2O[C@@H](C)CCCCO[C@@H]1CN(C)C(=O)CCCN(C)C,·,-0.5,25,11
COc1ccc(CN(C)C[C@H]2Oc3ccc(NC(=O)NC4CCCCC4)cc3CC(=O)N([C@@H](C)CO)C[C@H]2C)cc1,-8,0.9,2,-17
Cc1ccc(S(=O)(=O)N(C)C[C@@H]2Oc3c(NC(=O)NC4CCCCC4)cccc3C(=O)N([C@@H](C)CO)C[C@H]2C)cc1,13,-2.3,-61,-12
Cc1cccc(S(=O)(=O)N2CC[C@@H]3[C@H]2c2cc(-c4ccc(C#N)cc4)ccc2N(C)[C@H]3CO)c1,9,4.8,14,-3
C[C@H]1CCCCO[C@@H](CN(C)Cc2ccccc2)[C@@H](C)CN([C@@H](C)CO)C(=O)c2cc(N(C)C)ccc2O1,51,0.5,-36,1
CNC(=O)C[C@@H]1CC[C@@H]2[C@@H](COc3ccc(NC(=O)c4ccc(C(F)(F)F)cc4)cc3C(=O)N2C)O1,16,1.7,12,-3
Cc1noc(C)c1S(=O)(=O)Nc1ccc2c(c1)C(=O)N([C@@H](C)CO)C[C@@H](C)[C@H](CN(C)C(=O)Nc1cccc3ccccc13)OCCCC[C@H](C)O2,72,-5.8,-39,15
C[C@H](O)C#Cc1ccc2c(c1)O[C@@H](CN(C)C(=O)C1CC1)[C@@H](C)CN([C@@H](C)CO)S2(=O)=O,-56,0.1,-9,·
COc1ccc2c3c(n(C)c2c1)[C@@H](CO)N(C(=O)Nc1ccc(F)cc1)CC31CN(C(=O)c2cccnc2)C1,·,-0.6,-29,-10
Cc1noc(C)c1NC(=O)Nc1ccc2c(c1)C(=O)N([C@H](C)CO)C[C@@H](C)[C@H](CN(C)C(=O)Nc1ccc(F)cc1)OCCCC[C@@H](C)O2,-7,-1.2,-22,3
Cc1ccc(S(=O)(=O)Nc2ccc3c(c2)CC(=O)N([C@H](C)CO)C[C@@H](C)[C@@H](CN(C)CC2CC2)O3)cc1,19,2.7,-18,-7
C[C@@H]1CN([C@H](C)CO)C(=O)CCCn2nncc2CO[C@@H]1CN(C)C(=O)Nc1ccc2c(c1)OCO2,2,1.6,6,·
O=C(Nc1ccc(F)cc1)N[C@H]1CC[C@@H](CC(=O)N2CCOCC2)O[C@H]1CO,-15,-0.4,15,·
CN1[C@@H]2c3ccc(-c4cncnc4)c(=O)n3C[C@@H]2[C@@H](CO)[C@@H]1C(=O)NC1Cc2ccccc2C1,+,9.0,·,-4
CO[C@@H]1CN(C)C(=O)c2ccc(NS(=O)(=O)c3ccc(Cl)cc3)cc2OC[C@@H](C)N(C(=O)NC(C)C)C[C@@H]1C,11,-0.3,1,2
Cc1ccc(S(=O)(=O)N[C@H]2CC[C@H](CCNS(=O)(=O)Cc3ccccc3)O[C@@H]2CO)cc1,-24,16,-17,-4
CO[C@@H]1CN(C)C(=O)c2ccc(NC(=O)c3cccc(F)c3)cc2OC[C@H](C)NC[C@H]1C,-23,0.2,16,0
C[C@H]1CN([C@@H](C)CO)C(=O)c2cc(NS(=O)(=O)c3ccc(F)cc3)ccc2O[C@@H]1CN(C)Cc1ccc(Oc2ccccc2)cc1,76,1.2,-15,42
C[C@H]1CN([C@@H](C)CO)C(=O)CCCn2nncc2CO[C@H]1CN(C)S(=O)(=O)c1cccc(C#N)c1,-45,·,-8,·
C[C@H](CO)N1C[C@H](C)[C@@H](CN(C)C(=O)NC2CCCCC2)Oc2ccc(NC(=O)Nc3ccc(C(F)(F)F)cc3)cc2C1=O,·,-1.9,-42,2
CN1C(=O)c2cc(NC(=O)c3ccc(F)c(F)c3)ccc2OC[C@H]2O[C@@H](CC(=O)N[C@H]3CCN(Cc4ccccc4)C3)CC[C@@H]21,94,1.1,·,4
C[C@@H]1CN([C@H](C)CO)C(=O)c2cc(NC(=O)Nc3ccccc3)ccc2O[C@@H]1CN(C)Cc1ccccc1,6,1.4,-12,1
C[C@@H]1CN([C@@H](C)CO)C(=O)c2cc(C#CC3CCCC3)cnc2O[C@H]1CN(C)C(=O)C1CC1,58,-1.1,-25,-4
CC(C)NC(=O)NCC[C@H]1CC[C@@H](NS(=O)(=O)c2ccc(-c3ccccc3)cc2)[C@@H](CO)O1,-39,3.4,1,-5
O=C(C[C@H]1CC[C@H]2[C@@H](COC[C@@H](O)CN2S(=O)(=O)c2cccc(Cl)c2)O1)NC1CCC1,-29,-0.6,-7,-4
O=C(c1ccccc1F)N1CC(=O)N2[C@H](C1)[C@@H](c1ccc(C#Cc3ccccc3)cc1)[C@@H]2CO,·,-0.9,-48,-1
O=C(c1ccc(F)cc1)N1CC(=O)N2[C@H](C1)[C@H](c1ccc(C#CC3CCCC3)cc1)[C@@H]2CO,·,0.3,-5,24
C[C@H](CO)N1C[C@H](C)[C@@H](CN(C)C(=O)Oc2ccccc2)OCc2cn(nn2)CCCC1=O,1,-2.4,17,·
CCCN(C)C[C@@H]1Oc2cc(C3=CCCC3)ccc2S(=O)(=O)N([C@@H](C)CO)C[C@@H]1C,53,-0.9,-12,·
C[C@@H](NC(=O)C[C@H]1C=C[C@H](NC(=O)C2CCOCC2)[C@@H](CO)O1)c1ccccc1,24,0.8,10,3
CN1c2ccc(-c3cccc(F)c3)cc2[C@@H]2[C@@H](CCN2C(=O)C2CCC2)[C@@H]1CO,·,-0.7,-34,42
C[C@@H]1CN([C@@H](C)CO)C(=O)Cc2cc(N(C)C)ccc2O[C@@H]1CN(C)C(=O)Nc1cccc2ccccc12,36,12,4,-3
O=C(N[C@@H]1CC[C@@H](CCNC(=O)C2CCOCC2)O[C@H]1CO)c1ccccn1,-12,-0.4,3,2

# (continued)
SMILES,T cruzi growth,GASC1 inh,Pf Dd2 inh,C diff growth
COc1ccc(C#Cc2ccc3c(c2)[C@@H]2[C@@H](CCN2C(=O)c2cnccn2)[C@@H](CO)N3)cc1,82,1.1,-24,78
O=C(C[C@@H]1C=C[C@@H](NC(=O)C2CC2)[C@H](CO)O1)NC1CCC1,-10,4.8,11,·
C[C@H]1CN([C@@H](C)CO)S(=O)(=O)c2ccc(C#Cc3ccccc3)cc2O[C@@H]1CN(C)C(=O)Nc1ccc2c(c1)OCO2,131*,-1.4,-53,-2
C[C@H](O)C#Cc1ccc2c(c1)O[C@@H](CN(C)C(=O)CN(C)C)[C@H](C)CN([C@H](C)CO)S2(=O)=O,7,1.8,10,1
O=C(C1CCOCC1)N1CC[C@@H]2[C@@H](CO)Nc3ccc(-c4cccc(F)c4)cc3[C@@H]21,58,1.2,-15,-6
CCCN1CCC2(CC1)CN(Cc1ccc3c(c1)OCO3)[C@H](CO)c1[nH]c3cc(OC)ccc3c12,·,4.4,-73,11
C[C@H](CO)N1C[C@H](C)[C@@H](CN(C)C(=O)CCCN(C)C)OCCCC[C@H](C)Oc2ccc(NS(C)(=O)=O)cc2C1=O,43,1.8,-71,2
C[C@@H]1CN([C@@H](C)CO)S(=O)(=O)c2ccc(C#CCC3CCCC3)cc2O[C@H]1CN(C)C(=O)c1ccccn1,75,0.9,-57,-1

# Entries of single compounds as entered above:
# C[C@H]1CN([C@@H](C)CO)S(=O)(=O)c2ccc(C3=CCCCC3)cc2O[C@H]1CN(C)Cc1ccccn1 reads T cruzi growth: 18; GASC1 inh: 4.7; Pf Dd2 inh: -11; C diff growth: -1
# C[C@H](CO)N1C[C@H](C)[C@@H](CN(C)CC2CCCC2)Oc2ncc(-c3cccc(F)c3)cc2C1=O reads T cruzi growth: -47; GASC1 inh: 1.0; Pf Dd2 inh: -6; C diff growth: 1

# A few values from the results shown.
# C diff growth, `C[C@H]1CN([C@@H](C)CO)S(=O)(=O)c2ccc(C#Cc3ccccc3)cc2O[C@@H]1CN(C)C(=O)Nc1ccc2c(c1)OCO2` → -2
# T cruzi growth, `C[C@H](CO)N1C[C@H](C)[C@@H](CN(C)C(=O)CCCN(C)C)OCCCC[C@H](C)Oc2ccc(NS(C)(=O)=O)cc2C1=O` → 43
# GASC1 inh, `O=C(C1CCOCC1)N1CC[C@@H]2[C@@H](CO)Nc3ccc(-c4cccc(F)c4)cc3[C@@H]21` → 1.2

# Assay outcomes from PubChem BioAssay.
